JMJD2A Tudor inh: JMJD2A Tudor domain (human) inhibition. O75164. Potency, µM (highest dose often 114 µM), for the others: at the highest dose activity change, negative = inhibition, most hits filed as inhibitors. hit rate 4.4% among 390,000. AlphaScreen JMJD2A-Tudor / H3K4me3 peptide binding; further: on the % scale 0 is the no-effect control and ±100 the full control effect; nearly all actives have a fitted effect of over 50% in size
Pin1 inhibitor: human Pin1 inhibition; Potency, µM (highest dose often 115 µM), for the others: at the highest dose activity, negative = inhibition, hits mostly inhibitors; Q13526; hit rate 0.009% among 390,000; Pin1 FP peptide displacement, HiFluor488, 10 min; active means well fitted inhibition curve with a large enough effect in the polarisation, with a control signal flat, not every such curve was filed as active; inconclusive means small, poorly fitted or top-dose-only effect, or effect the other way, or a change in a side signal; inactive means no such curve, though single readings can be large or run the other way; the % refers to the polarisation; further: on the % scale 0 is the no-effect control and ±100 the full control effect
Target sequence (Q13526 whole entry, looked up): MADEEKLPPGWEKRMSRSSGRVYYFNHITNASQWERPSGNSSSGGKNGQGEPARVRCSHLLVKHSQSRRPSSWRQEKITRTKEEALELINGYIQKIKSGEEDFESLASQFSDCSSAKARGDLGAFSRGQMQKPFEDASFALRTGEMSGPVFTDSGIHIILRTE
PGK inhibitor: inhibitors of T. brucei phosphoglycerate kinase; Potency, µM (series often up to 57.5 µM), inactives show top-dose activity change, negative = inhibition, most hits filed as inhibitors; hit rate 0.043% among 380,000; PGK/GAPDH coupled, Kinase-Glo luminescence, 60 min; P07378; further: on the % scale 0 is the no-effect control and ±100 the full control effect; nearly all actives have a fitted effect of over 60% in size
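Luminescent ATP detection (Kinase-Glo Plus) follows a 60-minute room-temperature incubation, with wells lacking PGK as controls. Buffer: 100 mM TEA (pH 7.6), 5 mM MgCl2, 0.01% Tween-20. Coupling enzyme GAPDH (100 nM final) supplies unstable 1,3-BPG in-well.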
BLM helicase inh: inhibitors of human Bloom syndrome helicase BLM; hit rate 0.2% among 350,000; recombinant BLM DNA unwinding, fluorescence dequenching; P54132; Potency, µM (top dose mostly 56.1 µM), for inactives: at the highest dose activity change, negative = inhibition, hits mostly inhibitors;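 further: plate controls were vehicle for no effect and no enzyme for full effect; nearly all actives have a fitted effect of over 35% in size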
HP1b chromo inh: inhibitors of HP1-beta chromodomain binding to methylated histone tails; AlphaScreen HP1-beta / biotin-H3K9me3 peptide binding; AID 540317; Potency, µM (titrated, usually from 114 µM), inactives show at the highest dose activity change, negative = inhibition, actives largely listed as inhibitors; hit rate 0.56% among 390,000; P83916; further: nearly all actives have a fitted effect of over 70% in size; inactives centre near 23
Target sequence (P83916 whole entry, looked up): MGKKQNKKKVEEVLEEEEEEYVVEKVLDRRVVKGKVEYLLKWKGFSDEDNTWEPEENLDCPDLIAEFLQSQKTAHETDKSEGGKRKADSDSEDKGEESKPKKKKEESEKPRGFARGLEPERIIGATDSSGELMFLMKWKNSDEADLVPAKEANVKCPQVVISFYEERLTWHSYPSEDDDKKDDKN
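Compound inhibition of the preformed complex between 50 nM HP1-beta and 50 nM biotinylated H3K9me3 peptide was read by AlphaScreen. Buffer was PBS pH 7.4 with 0.01% Tween-20. Incubations ran 30 min at room temperature, with 10 ug/mL donor/acceptor beads.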
BAZ2B inh: BAZ2B (human) inhibition; Q9UIF8; AlphaScreen BAZ2B-H3K14Ac peptide displacement; Potency, µM (top dose mostly 114 µM), without a hit: at the highest dose activity change, negative = inhibition, actives largely listed as inhibitors; hit rate 4.4% among 360,000; AID 504333; further: on the % scale 0 is the no-effect control and ±100 the full control effect; nearly all actives have a fitted effect of over 60% in size
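Multi-concentration screen (max 110 uM) measuring displacement of acetylated histone H3 peptide from BAZ2B by AlphaScreen, using 50 nM protein, 50 nM peptide and 10 ug/mL streptavidin donor plus Ni-chelate acceptor beads.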
GLS inh: inhibitors of human glutaminase (GLS); GLS enzymatic activity, qHTS titration; Potency, µM (doses to about 45.5 µM), for inactives: at the highest dose activity change, negative = inhibition, actives largely listed as inhibitors; hit rate 0.21% among 410,000; AID 624170; further: on the % scale 0 is the no-effect control and ±100 the full control effect
Target sequence (O94925 whole entry, looked up): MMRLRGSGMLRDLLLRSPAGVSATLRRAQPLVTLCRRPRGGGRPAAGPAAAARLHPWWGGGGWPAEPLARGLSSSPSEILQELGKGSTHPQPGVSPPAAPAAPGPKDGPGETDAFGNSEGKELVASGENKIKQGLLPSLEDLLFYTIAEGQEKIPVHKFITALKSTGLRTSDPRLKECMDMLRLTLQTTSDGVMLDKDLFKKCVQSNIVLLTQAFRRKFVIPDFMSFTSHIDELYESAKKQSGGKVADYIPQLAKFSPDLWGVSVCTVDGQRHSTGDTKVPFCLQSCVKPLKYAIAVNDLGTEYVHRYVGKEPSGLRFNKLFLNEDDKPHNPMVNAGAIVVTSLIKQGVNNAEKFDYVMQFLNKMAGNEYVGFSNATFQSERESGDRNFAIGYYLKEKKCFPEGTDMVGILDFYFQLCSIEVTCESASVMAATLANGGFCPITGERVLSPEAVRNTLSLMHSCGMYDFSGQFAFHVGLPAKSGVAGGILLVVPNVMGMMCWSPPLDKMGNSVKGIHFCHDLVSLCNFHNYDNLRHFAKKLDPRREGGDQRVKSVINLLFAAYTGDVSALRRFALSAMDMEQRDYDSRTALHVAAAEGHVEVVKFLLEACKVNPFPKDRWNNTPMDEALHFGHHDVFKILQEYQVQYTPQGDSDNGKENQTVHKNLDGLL
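Two-point fluorescence kinetic (t0, 30 min RT) for hKGA; glutamate detected via glutamate oxidase–HRP–Amplex Red. Substrate: 1 mM L-glutamine solution; buffer 45 mM KH2PO4, pH 8.2.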
Pol iota inh: DNA polymerase iota (human) inhibition; Q9UNA4; Pol iota fluorescent replication assay, 10 min; Potency, µM (highest dose often 115 µM), for inactives: at the top dose activity, negative = inhibition, actives largely listed as inhibitors; hit rate 1% among 390,000; AID 588590
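Fluorescent replication assay read twice, at 0 min and 10 min after adding 50 nM (final) substrate. Enzyme (10 nM) and compounds were first incubated 15 min at room temperature; enzyme-free buffer wells were negative controls.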
G9a inh: G9a (human) methyltransferase inhibition. G9a H3K9 monomethylation, AlphaScreen, 2 h. AID 504332. hit rate 8.8% among 350,000. Potency, µM (titrated, usually from 102 µM), inactives show at the top dose activity, negative = inhibition, hits mostly inhibitors. Q96KQ7; further: on the % scale 0 is the no-effect control and ±100 the full control effect; nearly all actives have a fitted effect of over 75% in size
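Readings reflect AlphaScreen signal from monomethyl-H3K9 antibody detection. HMT at 20 nM; substrate b-H3K9 500 nM; cofactor SAM 20 uM; 2 h RT reaction; compounds tested as titrations in qHTS with 15 min preincubation.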
* = called active by the depositor; i = inactive; ? = inconclusive; nt = not tested or not shown; & = joins results of further samples; [ ] = dose if it differs, or a comment. Unless noted, the call rests on the fitted dose curve; in most records, active means well fitted curve in the direction sought with a large enough effect; inconclusive means small, poorly fitted or top-dose-only effect, or another doubt; inactive means no such curve, though single readings can be large; an effect the other way counts as inactive or inconclusive. Potency means the concentration at half of the fitted maximal effect.

Start of the data: the first nine entries as a preview:
SMILES	JMJD2A Tudor inh	Pin1 inhibitor	PGK inhibitor	BLM helicase inh	HP1b chromo inh	BAZ2B inh	GLS inh	Pol iota inh	G9a inh
COc1cccc(CC(=O)NC2CCSc3ccccc32)c1 (centres undefined)	-5%	-1%	-5%	-3%	5%	5%	-22%	16%	-3%
COC(C(=O)Nc1ccc(S(=O)(=O)Nc2cccc3ccccc23)cc1)c1ccccc1 (centres undefined)	-29%	1%	i	-6%	4%	-24%	18%	5%	14%[59 µM]
CC(C)=CC(=O)Nc1ccc(OCc2ccccc2)cc1	4%	2%	17%	2%	40%[activator]	-1%	17%	66%[activator]	19%[12.7 µM]
COC(=O)c1ccccc1NC(=O)Cn1c(=O)cc(C)c2c(C)nn(-c3cccc(Cl)c3C)c21	-9%	0%	-9%	-3%	51%[activator]	-12%	-14%	35%[activator]	2%[59 µM]
COc1ccc(C(=O)Nc2ccccc2N2CCN(C(=O)C(C)C)CC2)cc1Cl	8%	4%	-7%	-1%	32%	7%	-5%	?	0%[59 µM]
O=C(N/N=C/c1ccc(OCC(=O)N2CCCCC2)cc1)c1ccccc1O	6%[57.1 µM]	3%	-6%	3%	16%	10%	14%	11%	54%[activator][59 µM]
CCOc1ccc(OCCC(=O)OCC(=O)Nc2cc(OCC)c(N3CCOCC3)cc2OCC)cc1	?	-1%	?	nt	?	?	23%	-20%	35µM*
CC(O)c1nc2ccccc2n1Cc1ccc([N+](=O)[O-])cc1 (centres undefined)	-5%	2%	-12%	1%	16%	-3%	3%	28%	24%[59 µM]
CC1CC(C)CN(c2ccc([N+](=O)[O-])nc2)C1 (centres undefined)	-22%	11%	-8%	0%	24%	0%	1%	42%[activator]	-50%

Results, from the first entry:
SMILES	JMJD2A Tudor inh	Pin1 inhibitor	PGK inhibitor	BLM helicase inh	HP1b chromo inh	BAZ2B inh	GLS inh	Pol iota inh	G9a inh
COc1cccc(CC(=O)NC2CCSc3ccccc32)c1 (centres undefined)	-5%	-1%	-5%	-3%	5%	5%	-22%	16%	-3%
COC(C(=O)Nc1ccc(S(=O)(=O)Nc2cccc3ccccc23)cc1)c1ccccc1 (centres undefined)	-29%	1%	i	-6%	4%	-24%	18%	5%	14%[59 µM]
CC(C)=CC(=O)Nc1ccc(OCc2ccccc2)cc1	4%	2%	17%	2%	40%[activator]	-1%	17%	66%[activator]	19%[12.7 µM]
COC(=O)c1ccccc1NC(=O)Cn1c(=O)cc(C)c2c(C)nn(-c3cccc(Cl)c3C)c21	-9%	0%	-9%	-3%	51%[activator]	-12%	-14%	35%[activator]	2%[59 µM]
COc1ccc(C(=O)Nc2ccccc2N2CCN(C(=O)C(C)C)CC2)cc1Cl	8%	4%	-7%	-1%	32%	7%	-5%	?	0%[59 µM]
O=C(N/N=C/c1ccc(OCC(=O)N2CCCCC2)cc1)c1ccccc1O	6%[57.1 µM]	3%	-6%	3%	16%	10%	14%	11%	54%[activator][59 µM]
CCOc1ccc(OCCC(=O)OCC(=O)Nc2cc(OCC)c(N3CCOCC3)cc2OCC)cc1	?	-1%	?	nt	?	?	23%	-20%	35µM*
CC(O)c1nc2ccccc2n1Cc1ccc([N+](=O)[O-])cc1 (centres undefined)	-5%	2%	-12%	1%	16%	-3%	3%	28%	24%[59 µM]
CC1CC(C)CN(c2ccc([N+](=O)[O-])nc2)C1 (centres undefined)	-22%	11%	-8%	0%	24%	0%	1%	42%[activator]	-50%
CCOc1ccccc1CN1C(=O)NC(C)(c2ccccc2)C1=O (centres undefined)	-10%	-6%	i	0%	82%[activator]	-25%	-4%	-10%	0%[59 µM]
CCN1CCCc2cc(CN(CCN3CCOCC3)C(=S)Nc3ccc(OC)cc3)ccc21	-20%	-1%	-11%	0%	24%	-29%	15%	-6%	2%[59 µM]
CCn1c(-c2cccnc2Cl)nc2ccccc21	-17%	0%	-5%	-1%	2%	-1%	-11%	17%	4%[59 µM]
CCN(c1ccc(OC)cc1)S(=O)(=O)c1ccc(-c2cc(C)no2)s1	-4%	-8%	i	-10%	32%	6%	-11%	19%	18%
COC(=O)c1cncn1Cc1ccccc1	-15%	2%	-10%	nt	17%[57 µM]	nt	2%	50%[activator]	nt
CCN(CC)c1ccc(NC(=O)COC(=O)c2ccc3ccccc3n2)cc1	?	-3%	-6%	-4%	?	50µM*	10%	4%	?
O=c1c2ccccc2sn1-c1ccc(Cl)c(S(=O)(=O)N2CCOCC2)c1	14µM*	-4%	nt	nt	?	nt	nt	79µM*	nt
Cn1c(=O)c2c(ncn2Cc2ccc(Cl)cc2)n(C)c1=O	-8%&7%	4%&13%	-2%&-8%	-2%&-2%	49%&40%[activator]	0%&1%	-11%&5%	41%&0%[activator]	-2%[0.501 µM]
COc1cc(NC(=O)c2ccccc2)c(OC)cc1NC(=O)CN1CCOCC1	-14%	6%	-8%	-2%	24%	nt	-4%	-2%	?
COc1ccc(-c2nc3c4ccccc4n(CC(=O)N4CCN(c5ccccc5OC)CC4)c(=O)n3n2)cc1	-9%	-11%	i	-3%	-5%	-1%	-1%	-13%	-2%[59 µM]
CC(C)NC(=O)CSc1nccc(-c2cccs2)n1	-2%	-1%	2%	-4%	31%	0%	0%	2%	nt
O=C(CNC(=O)c1cccs1)c1ccc(F)cc1	-2%	0%	nt	-8%	32%	6%	4%	20%	20%[59 µM]
Cc1ccc(NC(=O)CSCC(=O)Nc2cc(Cl)ccc2N2CCOCC2)cc1	2%	-5%	8%	nt	14%	6%	5%	4%	-41%
COc1ccc(CN2CCN(C3CCC3)CC2CCO)c(F)c1 (centres undefined)	-12%	-10%	-3%	-1%	20%	-4%	8%	-8%	nt
Cc1cc(C)c(Cn2c(=O)n(CCCC(=O)NCc3ccc4c(c3)OCO4)c(=O)c3sccc32)c(C)c1	-13%	4%	i	-10%	7%	-2%	-7%	8%	-9%[59 µM]
O=C1CC(c2ccccc2)CC(O)=C1C=Nc1ccccc1Cl (centres undefined)	1%	-16%	-4%	-2%	35%	3%	9%	14%	0%[59 µM]
Cc1cc(C)c(S(=O)(=O)N2CCCOC2CNC(=O)C(=O)NCc2ccco2)c(C)c1 (centres undefined)	-8%	-2%	i	-1%	13%	-26%	5%	13%	18%[59 µM]
COCCN(C(=O)COC(=O)CSc1ccc(Cl)cc1)c1c(N)n(Cc2ccccc2)c(=O)[nH]c1=O	-8%	-2%	1%	nt	5%	8%	15%	32%[activator]	-1%
COc1ccc(CN2CCOC2=O)cc1OC	1%	2%	3%	-2%	22%	-2%	-2%	47%[activator]	2%
Cc1ccc(S(=O)(=O)N(Cc2ccccc2Cl)C(=O)N2CCN(C)CC2)cc1	-9%	-12%	5%	nt	15%	-2%	4%	39%[activator]	3%[59 µM]
COc1ccccc1C(=O)O/N=C(\N)c1ccc(Cl)cc1	23%	-6%	3%	-5%	15%	-5%	-6%	3%	-12%[0.0925 µM]
CCn1c(CC(=O)Nc2cccc(Cl)c2Cl)nnc1SCCOc1ccc(OC)cc1	?	-3%	-8%	-8%	26%	-7%	4%	-8%	25µM*
C[C@@H]1C[C@H]2[C@@H]3C[C@H](F)C4=CC(=O)C=C[C@]4(C)[C@@]3(Cl)[C@@H](O)C[C@]2(C)[C@H]1C(=O)COC(=O)C(C)(C)C	-11%	4%	5%	nt	33%	-6%	10%	21%	-14%[59 µM]
CCc1ccc(OCC(=O)OCC(=O)NCCNC(=O)COC(=O)COc2ccc(CC)cc2)cc1	2%	-2%	6%	-1%	22%	4%	12%	14%	nt
COc1ccc(NC(=O)c2nnn(Cc3nc(-c4cc(OC)c(OC)c(OC)c4)oc3C)c2C)cc1	-8%	-5%	-7%	-6%	11%	-2%	-12%	-11%	3%[59 µM]
COC(=O)c1ccc(COc2cc(C)ccc2C)o1	42%[activator]	3%	-3%	-4%	102%[activator]	74%[activator]	5%	0%	172%[activator]
CCCCNC(=O)c1c(O)c2cccc3c2n(c1=O)CCC3	79%[activator]	-7%	1%	-5%	197%[activator]	106%[activator]	0%	8%	165%[activator][59 µM]
O=C(O)Cn1c(SCc2cccc3ccccc23)nc2ccccc21	-14%	?	-3%	0%	39%[activator]	-5%	18%	?	-21%[59 µM]
CC(C)CCC(C(=O)O)C(C)CC(=O)NNC(=O)c1ccco1 (centres undefined)	2%&-2%	-7%&-7%	-1%	-16%&-4%	31%&34%	-5%&-13%	0%&-3%	39%&23%[activator]	-12%[12.7 µM]
C/C(=N/O)c1ccccn1	?	-14%	i	-1%	20%	10µM*	23%	12%	-3%
C=C(C)Cn1c(CCNC(=O)C(C)(C)C)nc2ccccc21	-3%	-3%	-9%	1%	35%	-3%	-4%	23%	6%[59 µM]
Oc1ccccc1N=Cc1c(O)ccc2oc3c(c12)CCCC3	-1%	?	-3%	-5%	75%[activator]	0%	25%	51%[activator]	61%[activator]
Cc1[nH]c(=O)[nH]c(=O)c1S(=O)(=O)N1CCC(C(=O)NC(C)c2ccccc2)CC1 (centres undefined)	?	4%	-6%	2%	15%	7%	-19%	118%[activator]	7%
CC1CN(C(=O)c2cccc(COc3ccc(Br)cc3)c2)CC(C)O1 (centres undefined)	2%	0%	-8%	-4%	33%	-2%	-7%	-7%	20%[59 µM]
O=C(Nc1ccccc1C(=O)N1CCOCC1)c1ccc(CSc2ccccc2)cc1	-2%[57.1 µM]	0%	-8%	-5%	42%[activator]	-36%	-8%	?	-2%
O=C(NCCCO)c1cc2ccccc2[nH]1	0%	-7%	-2%	-3%	20%	0%	-6%	20%	-5%
NS(=O)(=O)c1ccc(NC(=O)CSc2ncn[nH]2)cc1	3%	-5%	i	-9%	46%[activator]	2%	-6%	27%	-26%
CN(C)C(CNC(=O)c1cc(Br)ccc1Cl)c1ccco1 (centres undefined)	-19%	-4%	-1%	-3%	-5%	-3%	-5%	32%[activator]	16%

Screens from PubChem.

This is a subset, so the mix of outcomes need not match the whole.
